# BRCA1 expr act: increases BRCA1 expression | MCF7-BRCA1-FFLuc reporter, luminescence, 48 h; response scale: scaled: vehicle 0%, 10 µM genistein 100% | Potency, µM (doses to about 46.1 µM), inactives show at the highest dose activation, actives largely listed as activators | 380,000 tested, 1.1% active | AID 624202; active means well fitted activation curve with a large enough effect; inconclusive means small, poorly fitted or top-dose-only effect; inactive means no such curve, though single readings can be large or run the other way; further: nearly all actives have a fitted effect of over 80% in size; some results filed as inactive show a strong effect at the top dose
#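 Luminescence from a BRCA1-driven firefly luciferase in MCF7 cells was the read-out, taken 15 min after substrate addition following 48 h compound exposure at 37 °C. Data were normalized to a 10 microM genistein control and DMSO vehicle.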
# * hit, by the source's call; ? = inconclusive. Potency means the concentration at half of the fitted maximal effect. These rows are one share of the data. The share of hits here may be higher or lower than overall.
SMILES,BRCA1 expr act
COc1ccc2c(C)cc(=O)oc2c1OCC(O)CN1CCOCC1 (centres undefined),10%
O=C(NCc1cccc(C(F)(F)F)c1)c1ccc2sc([C@@H]3O[C@H](CO)[C@H](O)[C@H](O)[C@H]3O)nc2c1,-14%
COc1ccc(CN2C(=O)C(CC(=O)NCc3cccs3)CC(C(=O)N(C)C)=C2C)cc1 (centres undefined),3%
COc1ccc(N2CC(C)(C)[C@H](CC(=O)Nc3ccc(Br)cc3)C2=O)cc1,-31%
CCCCNC(=O)CN1C(=O)CSc2ccc(S(=O)(=O)N3CCOCC3)cc21,24%
Cc1cccc(C)c1NC(=O)C1(C)CCC(=O)N1C1CCN(Cc2ccccc2)CC1 (centres undefined),16%
CNc1ccc(C=O)cc1Br,2%
Cc1ccc(CNC(=O)CC[C@H]2O[C@@H](n3cc(C)c(=O)[nH]c3=O)C[C@@H]2O)o1,17%
COc1ccc(CNC(=O)C2(C)Cc3c(-c4ccc(C(N)=O)cc4)ccnc3O2)cc1OC (centres undefined),0%
Cc1cc(C(=O)N2CCC2(C)C(=O)NS(=O)(=O)c2cccc(OC(F)F)c2)nn1C (centres undefined),8%
O=C1c2ccccc2CCC12OC2c1ccncc1 (centres undefined),-35%
COC(=O)[C@]1(Sc2ccc(C)cc2)CC(=O)N[C@@H]1c1ccco1,-3%
O=S1(=O)CC(N2CCSCC2)CN1Cc1cn(Cc2cccc(Cl)c2)nn1 (centres undefined),20%
CCc1nc2ccc(C(=O)Nc3cccc(OCC(=O)N(C)C)c3)cn2c1N(C=O)Cc1ccc(OC)cc1,0%
O=c1[nH]cc(Cc2ccccc2)c(=O)[nH]1,10%
O=C(N/C(=C/c1cccc(Br)c1)C(=O)N1CCOCC1)c1ccco1,9%
CCOC(=O)N(C)[C@H]1C[C@H]2c3[nH]c4ccccc4c3CCN2C[C@H]1[C@H](C)O,-20%
CCOC(=O)[C@]12CCC=C1N(Cc1ccco1)C(=O)[C@H](CC(=O)NCCCCc1ccccc1)C2,0%
CCNC(=O)C1(C)CCCN(C(=O)/C=C/c2ccccc2)C1 (centres undefined),8%
O=S1(=O)CCN(C2CCCC2)CC1,-5%
Cc1ccc(NC(=O)C2(C)CCN2C(=O)Cc2ccc(C(C)(C)C)cc2)cc1C (centres undefined),-35%
COc1ccc(NC(=O)c2cc(-c3ccc(F)cc3OC)n[nH]2)cc1OC,2%
Oc1c(N=Nc2nn[nH]n2)ccc2ccccc12,-64%
COc1ccc(CN2C(=O)C(CC(=O)NC(c3ccccc3)c3ccccc3)CC(C(=O)N(C)C)=C2C)cc1 (centres undefined),-4%
CC1=C(C(=O)N(C(C)C)C(C)C)CC(CC(=O)NC2CCCCC2)C(=O)N1CCCN1CCCC1=O (centres undefined),16%
CN(C)c1ccc(-c2ccnc3c2CC(C)(C(=O)NCCC(F)(F)F)O3)cc1 (centres undefined),-45%
COCCCn1c(SCC(=O)N2CCCC2=O)nc2ccccc2c1=O,6%
O=C(Nc1cc(S(=O)(=O)N2CCOCC2)ccc1OCC(F)(F)F)C1CCCC1,-24%
CSc1ccc(Cn2c(C)c(C(=O)NCc3ccc4c(c3)OCO4)sc2=O)cc1,-15%
COc1ccc(-c2cc(C(=O)NCC3CCCCC3)[nH]n2)c(C)c1,23%
CN(C)C(=O)CNc1ccn2nc(-c3cccc(Cl)c3)cc2n1,5µM*
COc1ccc2c(c1)C(=O)CC2,1%
CN(C)CCCNc1nc2cc(-c3ccccc3CO)sc2c(=O)n1C,8%
CCCNC(=O)C1(C)CCN(C(=O)c2ccc(C)c(F)c2)C1 (centres undefined),2%
CCOC(=O)Cc1c(-c2cccc(Br)c2)nc2c3ccccc3ccn12,-18%
Cc1cn([C@H]2C[C@H](O)[C@@H](/C=C/C(=O)NCCc3cccs3)O2)c(=O)[nH]c1=O,7%
CC1(C(=O)Nc2ccc3c(c2)OCCO3)CCN1C(=O)CC1CCCC1 (centres undefined),-5%
CN(Cc1ccc(Cl)cc1)C(C(=O)NC1CCCCC1)c1ccnc2ccccc12 (centres undefined),-39%
C[C@@H]1CN([C@H](C)CO)S(=O)(=O)c2ccc(Br)cc2O[C@H]1CN(C)S(C)(=O)=O,-5%
CCOC(=O)[C@]12CCCC=C1N(Cc1ccc3c(c1)OCO3)C(=O)[C@H](CC(=O)NCCc1ccccc1OC)C2,-26%
O=C1Nc2ccccc2N=C(c2ccccc2)C1N(C(=O)c1ccnc2ccccc12)c1ccccc1 (centres undefined),-46%
Cc1ccc2nc(COC(=O)c3cccnc3Cl)cc(=O)n2c1,-3%
O=C1NC[C@@H](CCCCN2CCN(CCC3CCCCC3)C(=O)C2=O)N(CC2CCCCC2)C1=O,14%
Cc1c(C(=O)NCc2ccc(Cl)c(Cl)c2)sc(=O)n1Cc1cccc(F)c1,-31%
COc1ccc(C(C)(O)c2nc(-c3ccc(OC)c(OC)c3)cs2)cc1 (centres undefined),-3%
CCc1nc2c(OCc3ccc(F)c(F)c3)cccn2c1N(C)C(=O)C1CC1,-11%
CCN(Cc1ccccc1)N=Nc1ccccc1,6%
Cc1ccc(S(=O)(=O)NN=C2CCCc3ccccc32)cc1,-10%
Cc1cccc(CN2CCN(C3CN(C4CCCC4)S(=O)(=O)C3)CC2)c1 (centres undefined),7%
O=C(NCc1ccc(F)cc1F)[C@@H]1CCCN1C(=O)[C@@H]1CCCN1C(=O)c1cccs1,7%
CC(C)(C)c1ccccc1NC(=O)Nc1nc(C(N)c2ccccc2Cl)cs1 (centres undefined),-22%
CC(=O)Nc1ccc(CN(C)c2c(C)nc3ccc(C(=O)N(C)Cc4ccco4)cn23)cc1,5%
O=C1NC[C@@H](CCCCN2C[C@H](Cc3ccccc3)N(CCc3ccc(O)cc3)C(=O)C2=O)N(CC2CCCCC2)C1=O,9%
COc1ccc(NC(=O)C2(C)Cc3c(-c4ccc5c(c4)OCO5)ccnc3O2)cc1OC (centres undefined),0%
CCC1NC(=O)c2cccnc2-n2c1nc1cc(F)ccc1c2=O (centres undefined),5%
COCOCCn1cc(CN2CCS(=O)(=O)N(Cc3ccc(-c4ccc(Cl)c(Cl)c4)cc3)C(C(C)C)C2=O)nn1 (centres undefined),-64%
O=C(C[n+]1cccc(I)c1)c1ccc(F)cc1,21%
CC(C)N1CCC1(C)C(=O)Nc1cccc2ccccc12 (centres undefined),7%
CC(OC(=O)[C@H](C)N=C1NS(=O)(=O)c2ccccc21)C(=O)Nc1ccc(F)c(F)c1F (some centres undefined),11%
CN(CC(=O)NC(=O)NC1CCCCC1)CC(=O)Nc1ccccc1C(F)(F)F,-10%
# Other results:
SMILES,BRCA1 expr act
CCOC(=O)[C@]12CCCC=C1N(Cc1ccc(Cl)cc1Cl)C(=O)[C@H](CC(=O)NCc1ccccc1)C2,-13%
CCCCNC(=O)C1(C)CCN1C(=O)Cc1ccc(OC)cc1 (centres undefined),-12%
Cc1cc2nc(-c3ccc(Cl)cc3)c(Cc3cccc(F)c3)n2c(C)c1Br,-35%
Cc1ccc(-c2cnc3c(c2)C(=O)N([C@H](C)CO)C[C@H](C)[C@@H](CN(C)Cc2ccccc2F)O3)cc1,-16%
Clc1ccc(CSc2nnc(-c3ccccn3)n2Cc2ccco2)cc1Cl,-41%
CC(=O)NC(c1ccccc1)c1nc(-c2ccc(F)c(Cl)c2)cs1 (centres undefined),-9%
COc1cccc(-c2nc3nc(C)cc(C)n3c2Nc2ccc3c(c2)OCCO3)c1,-3%
COc1cccc(CN(C)C(=O)CC[C@H]2O[C@@H](n3cnc4c(NC(=O)c5ccccc5)ncnc43)[C@H](O)[C@@H]2O)c1,0%
COc1ccccc1CN1CCNC(=O)C1CC(=O)NCCCN1CCOCC1 (centres undefined),25%
C[C@@H]1CCCCO[C@@H](CN(C)C(=O)CCC(F)(F)F)[C@@H](C)CN([C@H](C)CO)C(=O)c2cc(N(C)C)ccc2O1,16%
Cc1noc(C)c1C(=O)N1CCC1(C)C(=O)NS(=O)(=O)c1cccc(OC(F)F)c1 (centres undefined),0%
Cc1ccc(OC(C)C(=O)Nc2cccc(S(=O)(=O)N3CCCCCC3)c2)cc1 (centres undefined),-2%
CC(C)Oc1ccc(F)cc1-c1cc(C(=O)NC2CCCCC2)[nH]n1,-15%
CCCCCCCCN1C(=O)[C@H](CC(=O)NCc2ccc(OC)c(OC)c2)C[C@@]2(C(=O)OC)CCCCC=C12,-33%
O=C(Cc1cccc2ccccc12)NCC(=O)N1CCN(CC(=O)Nc2ccc(F)cc2)CC1,-9%
CC(C)(C)c1ccc(CC(=O)N2CCC2(C)C(=O)NCCC#N)cc1 (centres undefined),-2%
c1ccc(COc2ncnc3c2ncn3CCCN2CCN(c3ncccn3)CC2)cc1,-5%
CC1(C(=O)NCC2CCOCC2)Cc2c(-c3cccc(C(F)(F)F)c3)ccnc2O1 (centres undefined),-40%
COc1ccc(NC(=O)CCn2c(=S)[nH]c3ccccc3c2=O)cc1Cl,3%
Cc1ccc(Cl)cc1N1C(=O)CC(Sc2ccccc2N)C1=O (centres undefined),-5%

# Arranged by molecular weight (ascending): 14 of the compounds above
SMILES,BRCA1 expr act
CCCCNC(=O)C1(C)CCN1C(=O)Cc1ccc(OC)cc1 (centres undefined),-12%
CC(C)(C)c1ccc(CC(=O)N2CCC2(C)C(=O)NCCC#N)cc1 (centres undefined),-2%
CC(C)Oc1ccc(F)cc1-c1cc(C(=O)NC2CCCCC2)[nH]n1,-15%
CC(=O)NC(c1ccccc1)c1nc(-c2ccc(F)c(Cl)c2)cs1 (centres undefined),-9%
COc1cccc(-c2nc3nc(C)cc(C)n3c2Nc2ccc3c(c2)OCCO3)c1,-3%
Clc1ccc(CSc2nnc(-c3ccccn3)n2Cc2ccco2)cc1Cl,-41%
CC1(C(=O)NCC2CCOCC2)Cc2c(-c3cccc(C(F)(F)F)c3)ccnc2O1 (centres undefined),-40%
c1ccc(COc2ncnc3c2ncn3CCCN2CCN(c3ncccn3)CC2)cc1,-5%
Cc1noc(C)c1C(=O)N1CCC1(C)C(=O)NS(=O)(=O)c1cccc(OC(F)F)c1 (centres undefined),0%
Cc1cc2nc(-c3ccc(Cl)cc3)c(Cc3cccc(F)c3)n2c(C)c1Br,-35%
Cc1ccc(-c2cnc3c(c2)C(=O)N([C@H](C)CO)C[C@H](C)[C@@H](CN(C)Cc2ccccc2F)O3)cc1,-16%
CCOC(=O)[C@]12CCCC=C1N(Cc1ccc(Cl)cc1Cl)C(=O)[C@H](CC(=O)NCc1ccccc1)C2,-13%
CCCCCCCCN1C(=O)[C@H](CC(=O)NCc2ccc(OC)c(OC)c2)C[C@@]2(C(=O)OC)CCCCC=C12,-33%
COc1cccc(CN(C)C(=O)CC[C@H]2O[C@@H](n3cnc4c(NC(=O)c5ccccc5)ncnc43)[C@H](O)[C@@H]2O)c1,0%

# The list continues:
SMILES,BRCA1 expr act
COc1ccc(C=C2NC(=O)NC2=O)cc1O,0%
Cc1ccc(-c2nc3ccc(C)cn3c2Cc2ccccc2C(F)(F)F)cc1,?
COCCNC(=O)C1(C)CCN(C(=O)c2cccnc2Oc2ccccc2)C1 (centres undefined),-6%
COc1ccc(S(=O)(=O)NC(=O)C2(C)CCN2C(=O)c2c(C)noc2C)cc1 (centres undefined),13%
CS(=O)(=O)c1ccc(-c2csc(C(O)c3cccc(Cl)c3)n2)cc1 (centres undefined),-27%
C[C@@H]1CN([C@H](C)CO)S(=O)(=O)c2ccc(-c3ccc(C#N)cc3)cc2O[C@H]1CN(C)C(=O)Nc1cc(F)ccc1F,-52%
COC(=O)[C@]12CCCCC=C1N(CCC1=CCCCC1)C(=O)[C@H](CC(=O)NCCCN1CCCC1=O)C2,0%
COC(=O)c1ccc2c(=O)n(CCN3CCOCC3)c(SCC(=O)Nc3ccccc3OC)nc2c1,-11%
CCCCNC(=O)C1(C)CCCCN1C(=O)c1c(C)noc1C (centres undefined),9%
C[C@@H]1CN([C@@H](C)CO)C(=O)CCCn2nncc2CO[C@H]1CN(C)C(=O)c1ccncc1,0%
CC1OC(=O)c2cc3ccccc3nc21 (centres undefined),5%
O=C(NC1CCCC1)C1c2ccccc2OCC(=O)N1Cc1ccco1 (centres undefined),13%
C[C@H]1CN([C@@H](C)CO)S(=O)(=O)c2ccc(Br)cc2O[C@@H]1CN(C)C(=O)Cc1cccnc1,0%
CCc1nc2c(OCc3cccc(OC)c3)cccn2c1N(C)C(=O)c1ccccc1F,-22%
COc1ccc(-c2c(C#N)cnc(C)c2C)c(O)c1OC,-9%
CCCCNC(=O)C1(C)CCCCN1C(=O)c1ccc2ccccc2n1 (centres undefined),9%
COCCNC(=O)C1Cc2c(-c3ccc(NC(C)=O)cc3)ccnc2O1 (centres undefined),-26%
COCCNc1ncnc2c1ncn2[C@H]1CN(Cc2ccc(F)cc2)C[C@@H](CO)O1,0%
COc1cc(Cl)ccc1OC1(C)CCN(Cc2ccc(SC)cc2)C1 (centres undefined),0%
Cc1cccnc1C(NC(=O)C1CCN(Cc2cn(C)c3ccccc23)CC1)c1ccc(Cl)cc1 (centres undefined),-70%
CN(Cc1ccccc1)C(=O)[C@@H]1CCCN1C(=O)[C@@H]1CCCN1C(=O)c1cccc2ccccc12,10%
COc1cccc(C(NC(C)=O)c2nc(-c3ccc(N(C)C)cc3)cs2)c1 (centres undefined),-31%
CC(C)CN(C(=O)C1=COCCO1)c1c(N)n(Cc2ccccc2)c(=O)[nH]c1=O,-3%
COc1cc(CNC(=O)c2cc(-c3cc(Cl)ccc3C)n[nH]2)cc(OC)c1,15%
COc1ccc(CN2CC[C@@H]3CN(C(C)=O)[C@H](c4ccccc4Br)C[C@@H]32)cc1,2%
CC1(C(=O)NS(=O)(=O)c2ccccc2Cl)CCN1C(=O)Cc1cccs1 (centres undefined),16%
Cc1ccc(S(=O)(=O)N2CCCCC2)cc1NC(=O)COC(=O)C1CC1,3%
